Screening results (PubChem BioAssay)
TRHR enhancer: qHTS for Small Molecule Agonists and Allosteric Enhancers of Human TRH Receptor: Primary Screen for Enhancers | Thyrotropin-releasing hormone receptor (Homo sapiens), P34981 | TRHR cells, fluo-8 calcium fluorescence, EC20 TRH enhancement | enhancement, % at 2 µM | actives 0.66% (n = 360,000) | AID 493056, 2011; in the data active means enhancement above about 30%; further: 0% is about no effect
Target sequence (P34981 whole entry, looked up): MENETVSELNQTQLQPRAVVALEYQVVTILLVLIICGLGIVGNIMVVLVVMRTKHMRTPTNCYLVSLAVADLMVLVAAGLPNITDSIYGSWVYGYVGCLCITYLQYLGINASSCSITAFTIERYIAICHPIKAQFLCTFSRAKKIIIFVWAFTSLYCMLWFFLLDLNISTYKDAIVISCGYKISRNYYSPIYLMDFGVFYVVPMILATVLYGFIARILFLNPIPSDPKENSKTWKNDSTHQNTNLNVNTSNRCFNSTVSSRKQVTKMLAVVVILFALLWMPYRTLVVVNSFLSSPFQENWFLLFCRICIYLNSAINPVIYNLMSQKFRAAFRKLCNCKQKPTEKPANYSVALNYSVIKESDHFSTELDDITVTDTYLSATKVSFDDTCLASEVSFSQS
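TRHR-expressing cells loaded with fluo-8 calcium dye were read kinetically (ex 480/em 530) during compound addition, then stimulated with an EC20 of TRH (10 nM final). Enhancement of the Gq-mediated intracellular calcium response was scored.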
D2 agonist: HTS Assay for Allosteric Agonists of the Human D2 Dopamine Receptor: Primary Screen for Agonists | D(2) dopamine receptor (Homo sapiens), P14416 | HEK293 T-REx D2 cells, calcium flux agonist mode | activation, % at 2 µM | actives 0.53% (n = 340,000) | AID 485358, 2010;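 active means activation over 3 SD above normal in the single-dose calcium agonist read, cut at about 30% in these data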; further: 0% is about no effect
Target sequence (P14416 whole entry, looked up): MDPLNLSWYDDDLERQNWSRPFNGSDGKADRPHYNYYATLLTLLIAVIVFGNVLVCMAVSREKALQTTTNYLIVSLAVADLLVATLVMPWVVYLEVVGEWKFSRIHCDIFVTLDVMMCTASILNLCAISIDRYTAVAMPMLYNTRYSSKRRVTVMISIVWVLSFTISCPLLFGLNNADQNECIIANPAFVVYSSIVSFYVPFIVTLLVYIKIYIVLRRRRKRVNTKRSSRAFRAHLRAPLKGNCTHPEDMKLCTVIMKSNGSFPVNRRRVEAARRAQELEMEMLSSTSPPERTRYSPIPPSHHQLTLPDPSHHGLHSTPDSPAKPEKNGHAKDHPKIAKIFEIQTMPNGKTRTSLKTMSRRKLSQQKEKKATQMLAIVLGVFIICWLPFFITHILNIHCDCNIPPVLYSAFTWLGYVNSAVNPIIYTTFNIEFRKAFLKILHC
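HEK293 Trex D2 cells, tetracycline-induced, o/n 30 C 5% CO2; no-wash Ca dye, RT 30–90 min; 10-cycle baseline, 23 nl cpd added, kinetic Ca read 180 s; agonist hits = positive Ca response.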
D2 antagonist: HTS Assay for Allosteric Antagonists of the Human D2 Dopamine Receptor: Primary Screen for Antagonists; D(2) dopamine receptor (Homo sapiens), P14416; HEK293 TREx D2 cells, calcium flux, dopamine EC80; inhibition, % at 10 µM; actives 2% (n = 340,000); AID 485344, 2010; in the data active means inhibition above about 30%; further: 0% is about no effect
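Cells plated overnight at 30 C with tetracycline; no-wash calcium dye, 30–90 min RT; 10 s baseline; compound pinned; 180 s read; EC80 dopamine added; another 180 s read.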
D2 potentiator: HTS Assay for Positive Allosteric Modulators of the Human D2 Dopamine Receptor: Primary Screen for Potentiators; D(2) dopamine receptor (Homo sapiens), P14416; HEK293 T-REx D2, calcium flux, EC20 dopamine potentiation; potentiation, % at 10 µM; actives 0.34% (n = 340,000); AID 485347, 2010;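 active means potentiation over 3 SD above the plate norm, cut at about 30% in these data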; further: 0% is about no effect
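Primary screen. Calcium kinetics in induced HEK293 T-REx D2 cells: compound pre-addition 180 s, EC20 dopamine, 180 s more.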
TRHR ag: qHTS for Small Molecule Agonists and Allosteric Enhancers of Human TRH Receptor: Primary Screen for Agonists; Thyrotropin-releasing hormone receptor (Homo sapiens), P34981; TRHR cells, calcium flux fluo-8, FDSS agonist mode; activation, % at 2 µM; actives 0.18% (n = 360,000); AID 493084, 2011; further: 0% is about no effect
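Read-out: compound-evoked intracellular calcium rise in TRHR cells, fluo-8 dye, kinetic FDSS fluorescence at 1 s/cycle following a 10-cycle baseline. Cells cultured overnight before dye loading (30 min–1.5 h, RT).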
D1 PAM: Potentiators of Human D1 Dopamine Receptor: qHTS | D(1A) dopamine receptor (Homo sapiens), P21728 | HEK293 TREx D1 cells, calcium flux, dopamine EC20 potentiation | potentiation, % at 10 µM | actives 0.036% (n = 360,000) | AID 504651, 2011; in the data active means potentiation above about 30%; further: 0% is about no effect
D1 ag: Allosteric Agonists of the Human D1 Dopamine Receptor: qHTS; HEK293 T-REx D1 cells, calcium flux, agonist mode; actives 1% (n = 360,000); D(1A) dopamine receptor (Homo sapiens), P21728; activation, % at 2 µM; further: 0% is about no effect
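Agonism was scored from calcium flux recorded over 180 s (1 read/s) after pintool compound addition, following a 10-cycle baseline. Cells were inducible force-coupled HEK293 TREx D1, plated overnight at 30 C and loaded with no-wash calcium dye.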
D1 antag: Antagonist of Human D 1 Dopamine Receptor: qHTS | D(1A) dopamine receptor (Homo sapiens), P21728 | HEK293 TREx D1 cells, calcium flux, dopamine EC80; active compounds read low | activity change, negative = inhibition, % at 10 µM | actives 3.2% (n = 360,000); in the data active means activity change below about -30%; further: on the % scale 0 is the no-effect control and ±100 the full control effect
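Antagonism measured as reduced calcium response to an EC80 dopamine addition following 180 s compound pre-read; cells were inducible HEK293 Trex D1 plated overnight at 30 C, read kinetically at 1 cycle/sec.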
RXFP1 antagonist: qHTS Assay for Antagonists of the Relaxin Receptor RXFP1; Relaxin receptor 1 (Homo sapiens), Q9HBX9; HEK293-RXFP1, relaxin-stimulated cAMP HTRF, 30 min; active compounds read low; activity change, negative = inhibition, % at 57.5 µM; actives 0.59% (n = 350,000); AID 1259400, 2018;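 active means activity change of -60% or lower, but not beyond a set lower limit; inconclusive means change between -60% and -40%, or beyond the set limit; inactive means change above -40%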; further: on the % scale 0 is the no-effect control and ±100 the full control effect
* hit, by the source's call; ? = inconclusive; . = no result given. Unless noted, no stated cut-off is given here; in the data, active means activation above about 30%; inactive means the rest.

SMILES	TRHR enhancer	D2 agonist	D2 antagonist	D2 potentiator	TRHR ag	D1 PAM	D1 ag	D1 antag	RXFP1 antagonist
CCn1c(SCC(=O)N2CCCCC2C)nc2c1c(=O)n(C)c(=O)n2C (configuration not stated)	25	-1.2	10	16	-1.8	-3	5	-21	4
C/C(=N\NC(N)=S)c1cc(-c2ccccc2)c(-c2ccccc2)s1	-10	-0.3	1	4	0.2	2	2	2	-8
CC1CCCC(C)N1/N=C/c1ccc([N+](=O)[O-])cc1 (configuration not stated)	-2	0.2	1	-3	-0.7	-4	8	3	-13
COc1cccc(NC(=S)N2CCC(Cc3ccccc3)CC2)c1	0	0.6	10	-6	0.2	-3	1	-37*	-6
COc1ccc(OCCNC2CCCC2)cc1	1	0.8	-2	-13	0.5	9	3	-6	-2
COCCCNC(=O)CCc1c(C)nc2c(c(C)nn2-c2ccc(C)cc2)c1C	-9	-0.3	10	0	-0.4	-2	-1	6	2
CC(=O)c1cccc(CN2CCN(CCC(C)C)C(CCO)C2)c1 (configuration not stated)	-4	-0.2	16	-20	0.3	-6	2	-22	-12
O=[N+]([O-])c1ccc2nc(NS(=O)(=O)c3ccccc3[N+](=O)[O-])sc2c1	-6	0.4	8	0	5.8	.	68*	-39*	8
CCn1c(SCC(=O)N/N=C/c2ccccc2OCC(=O)O)nnc1-c1ccc(C)cc1	-4	.	.	3	-0.4	-6	0	9	3
CCOc1ccc(-n2c(COc3ccc(C)cc3)nnc2SCC(N)=O)cc1	-2	0.0	-16	-13	0.8	3	6	-16	-6
COc1ccc2c(c1)C(=O)[C@H](O)[C@@H](c1ccc(OC)c(Br)c1)O2	10	-0.4	-5	0	0.5	-4	5	-19	.
COCCn1c(SCC#N)nnc1-c1ccc([N+](=O)[O-])cc1	-19	0.4	-6	-16	-0.2	-10	0	16	-3
Nc1c(C(=O)c2ccccc2)sc2snc(SCC(=O)c3ccccc3)c12	6	13	-3	1	27	4	108*	7	?
Nc1nonc1C(=O)N/N=C/c1ccc(-c2ccc(Cl)c(C(=O)O)c2)o1	-4	-0.8	-3	10	-0.7	-2	-2	-28	1
Cc1ccc(-n2c(=O)c3oc4ccccc4c3n(Cc3ccccc3F)c2=O)cc1C	2	-1.1	.	2	0.9	-4	3	-4	5
O=C(CSc1nnc(-c2ccncc2)n1-c1ccccc1)Nc1ccc(F)cc1	20	0.3	.	8	0.3	-1	0	-7	.
CCc1cccc(CC)c1NC(=O)Cn1nnc2sc(-c3ccccc3)cc2c1=O	-7	1.0	.	1	0.7	3	0	-2	-2
Fc1ccccc1CSc1ccc(-c2ccco2)nn1	-1	-1.4	5	0	0.0	4	-3	15	-14
Cc1cccc(NC(=O)NCCCCc2ccccc2)c1	-5	-0.6	3	0	-0.3	-5	12	-19	3
Clc1ccccc1CSc1nnc(-c2ccccn2)n1Cc1ccco1	-3	0.5	-19	-3	-1.1	-1	4	12	-8

Entries of single compounds, quoted from the list. Values in the order: TRHR enhancer, D2 agonist, D2 antagonist, D2 potentiator, TRHR ag, D1 PAM, D1 ag, D1 antag, RXFP1 antagonist
Entry for Fc1ccccc1CSc1ccc(-c2ccco2)nn1 → -1, -1.4, 5, 0, 0.0, 4, -3, 15, -14
Entry for Cc1cccc(NC(=O)NCCCCc2ccccc2)c1 → -5, -0.6, 3, 0, -0.3, -5, 12, -19, 3
Entry for Clc1ccccc1CSc1nnc(-c2ccccn2)n1Cc1ccco1 → -3, 0.5, -19, -3, -1.1, -1, 4, 12, -8
Entry for Nc1nonc1C(=O)N/N=C/c1ccc(-c2ccc(Cl)c(C(=O)O)c2)o1 → -4, -0.8, -3, 10, -0.7, -2, -2, -28, 1

The list goes on.
SMILES	TRHR enhancer	D2 agonist	D2 antagonist	D2 potentiator	TRHR ag	D1 PAM	D1 ag	D1 antag	RXFP1 antagonist
Cc1onc(-c2ccccc2)c1C(=O)N1CCN(S(=O)(=O)c2ccc(OC(F)(F)F)cc2)CC1	-8	0.0	6	-6	0.4	-16	3	-12	-8
CCCC(=O)Nc1cc(Cl)ccc1C	0	0.1	-22	-6	0.0	-3	2	1	2
Cc1ccc(CN2C(=O)C(=O)c3cc(Br)cc(C)c32)cc1	-26	13	.	7	6.6	-4	28	-49*	-62*
COc1cc([N+](=O)[O-])cc(/C=N/NC(=O)c2ccc(NC(=O)c3ccc(C)cc3)cc2)c1O	-3	-0.4	-4	0	-0.6	-5	4	0	-24
C#Cc1ccc([C@@H]2C=C(C(=O)NC3CC3)O[C@H](OCCCCO)C2)cc1	-4	0.6	-7	0	-0.2	3	0	-3	.
COc1ccc(CCNC(=O)CC(c2ccccc2)c2cc(C)ccc2O)cc1OC (configuration not stated)	-10	-0.4	-5	2	0.7	-2	2	-1	-24
COc1ccc2c(c1OC)CN(C)CCc1cc3c(cc1C(O)C2)OCO3 (configuration not stated)	-8	9.1	-6	4	0.0	-6	2	-20	-6
CC1CN(Cc2ccccc2)c2nc3c(c(=O)n(CC(=O)O)c(=O)n3C)n2C1 (configuration not stated)	5	-0.5	-2	-3	0.7	-1	7	-2	8
Oc1ccc[n+](/C=C\c2ccccc2)c1	-3	0.3	38*	14	0.0	-2	4	-2	.
CC1CCC(NC(=O)c2ccc(N3CCCC3=O)cc2)CC1 (configuration not stated)	-5	-0.7	6	-7	0.0	0	2	-5	14
COCC(C)n1c(SCc2ccc(C(=O)OC)o2)nc2ccccc2c1=O (configuration not stated)	-2	1.2	-12	5	0.0	-4	7	-1	-15
CCN(CC)C(=O)CCS(=O)(=O)c1cccc2nonc12	2	1.6	1	5	0.7	4	6	24	2
C=CCSc1nnc(NC(=O)COc2ccccc2)s1	2	-0.8	16	6	0.1	-2	1	5	-2
O=C(NC1CCCc2ccccc21)c1ccccc1Br (configuration not stated)	-9	0.0	-32	9	-0.3	-4	0	-22	-14
O=C(CC1N=C2c3ccccc3N=C(SCc3ccccc3Cl)N2C1=O)NCCc1ccccc1 (configuration not stated)	5	-0.1	.	-9	-0.1	2	4	19	-20
Nc1nnc(-c2ccc(Cl)c(Cl)c2)s1	-4	.	.	3	-0.1	-4	5	2	-3
O=C(CCNC(=O)c1ccc(Cl)cc1)NCCC1=CCCCC1	-1	-0.6	14	-10	1.6	-7	0	-10	2
Cn1c(=O)cc(OCC(=O)N2CCN(c3ccc(F)cc3)CC2)c2ccccc21	10	0.8	.	1	0.2	2	-1	-2	.
Cn1nnnc1SCC(=O)Nc1nn(-c2ccccc2)nc1C(N)=O	-7	0.4	3	2	-0.5	1	2	1	-1
O=C(O)c1nn(CCOc2cccc(Cl)c2)c(=O)c2ccccc12	-11	-0.3	-4	1	-0.8	3	7	11	13
Cc1nnc2n1CCCCC2	2	0.3	-15	2	0.6	-2	1	7	1
CC(=O)Nc1sc2c(c1CN1CCCC1)CCCC2	-8	0.1	-4	-13	0.4	-3	2	2	-16
O=C(COC(=O)C1(c2ccc(F)cc2)CCCC1)NC1CC1	-5	-0.2	10	-2	-0.1	-6	1	0	13
Cc1ccccc1C(=O)NC(=S)NC1CC1	1	0.1	31*	-4	0.4	-7	2	-5	-5
CC(=O)Nc1ccc(NC(=O)CCCCCN2C(=O)c3ccccc3C2=O)cc1	2	-0.8	16	6	0.7	-2	2	1	-14
CCCc1cnc2c(c1SCC(=O)Nc1c(C)cc(C)cc1C)c(=O)n(C)c(=O)n2C	-2	-1.4	.	-5	-0.4	3	-3	.	-10
CC(=O)Nc1ccc(S(=O)(=O)Oc2cccc(/C=N/N=C3/NC(=O)C(CC(=O)O)S3)c2)cc1 (configuration not stated)	-2	-1.0	0	6	-0.4	-2	0	17	3
COc1ccccc1N1CCN(C(=O)c2c(-c3c(Cl)cccc3Cl)noc2C)CC1	1	0.9	40*	-2	-0.7	-11	3	7	0
CCc1cc2c(C)cc(C)cc2nc1SCC(=O)Nc1cc(C)on1	1	0.1	13	3	0.3	0	0	7	-14
CCOC(=O)CSc1nnc2c(n1)C1(C)CCC2C1(C)C (configuration not stated)	-3	1.1	10	-6	0.2	-3	9	-5	6
CN(C)/C=C/C(=O)c1ccccc1F	-2	0.9	-21	2	0.3	8	1	9	-3
COc1cc(OC)cc(C(=O)N(Cc2cc3cc(C)ccc3[nH]c2=O)C(C)C)c1	-4	-0.4	10	3	-0.9	2	3	3	10
O=S(=O)(c1ccccc1)c1ncc(C(F)(F)F)cc1O	3	-0.1	-3	14	0.5	-2	3	-5	25
COc1cnc(-c2ccccc2)nc1Oc1ccccc1C	0	1.3	3	20	-0.6	4	5	13	-37
CCOC(=O)c1cn(CC)c2cc3c(cc2c1=O)OCO3	-4	0.8	2	-8	-0.1	-2	1	1	.
Oc1ccc(CCc2n[nH]c(=S)n2-c2ccc(F)cc2)cc1	6	0.9	9	2	0.6	2	3	6	-5
Cc1ccc(OCC(=O)O/N=C(\N)Cc2ccc(Cl)cc2)cc1	-3	3.6	-3	-12	-0.4	3	7	-12	0
Cc1c(C(=O)NC(C)c2ccccc2)sc2ncnc(N(C)C3CCCCC3)c12 (configuration not stated)	2	0.4	.	5	-0.3	-2	3	-9	-20
Cc1cc(C)c(C)c(OCCCOc2cccc3cccnc23)c1	6	0.8	6	-5	1.6	5	20	16	-4
Cn1c(CNC(=O)CNC(=O)Cc2ccc(Cl)cc2)cc(=O)n(C)c1=O	-3	0.4	18	-4	0.2	-1	2	-9	-7
CCc1ccc(-n2c(=O)c3c4c(sc3n(CC(=O)NCCCOC)c2=O)CCC4)cc1	5	-0.6	.	4	-0.8	0	-2	9	.
COc1ccc(NS(=O)(=O)c2cc(NC(=O)c3ccc(F)cc3)ccc2OC)cc1	-2	1.0	-6	-10	0.5	-4	6	-20	-9
O=C(COC(=O)[C@@H]1CCCN1S(=O)(=O)c1ccc(Cl)cc1)NC1CCS(=O)(=O)C1 (some centres not stated)	-1	0.8	1	3	0.2	-2	5	-1	-6
N#Cc1ccc(-c2ccco2)nc1SCc1ccccc1	-17	-0.2	22	-3	0.4	-12	1	-93*	-17
Cc1ccc2c(CC(=O)N3CCN(c4ccccc4)CC3)coc2c1	-5	-0.4	3	0	1.5	2	5	-18	-13
COc1ccc(CCNC(=O)CSCc2ccc(Br)cc2)cc1OC	6	.	.	.	0.1	1	1	-13	-1
